# PAFAH1B3 inh – blocks human PAF acetylhydrolase 1B catalytic subunit 3 | recombinant PAFAH1B3, FP-rhodamine probe, fluorescence polarization | inhibition, % at 3.39 µM | actives 0.28% (n = 340,000);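 active = inhibition above the screen-wide average of all tested compounds plus 3 SD, cut at about 25% in these data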;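 note: 0% = enzyme with DMSO only and 100% = wells lacking PAFAH1B3 protein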
# LYPLA1 inh – counter-screen for PME1 inhibitors: inhibitors of human LYPLA1. recombinant LYPLA1, FP-Rh probe fluorescence polarization. O75608. AID 2174. inhibition, % at 5.9 µM. actives 0.16% (n = 320,000);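 active = inhibition above the mean of all tested compounds plus 3 SD, set per campaign, cut at about 14% in these data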;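 note: inhibitors block serine hydrolase probe labeling of LYPLA1 so polarization falls; 0% = enzyme with DMSO and 100% = wells lacking LYPLA1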
# PAD4 inh – inhibitors of human PAD4; actives 0.41% (n = 330,000); recombinant PAD4, RCA probe fluorescence polarization; inhibition, % at 6.36 µM; Q9UM07; AID 485272;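 active = percent inhibition above a cutoff equal to the mean of all tested compounds plus 3 SD, cut at about 15% in these data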;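 note: 0% = PAD4 with RCA probe and DMSO and 100% = probe without PAD4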
# Target sequence (Q9UM07 whole entry, looked up): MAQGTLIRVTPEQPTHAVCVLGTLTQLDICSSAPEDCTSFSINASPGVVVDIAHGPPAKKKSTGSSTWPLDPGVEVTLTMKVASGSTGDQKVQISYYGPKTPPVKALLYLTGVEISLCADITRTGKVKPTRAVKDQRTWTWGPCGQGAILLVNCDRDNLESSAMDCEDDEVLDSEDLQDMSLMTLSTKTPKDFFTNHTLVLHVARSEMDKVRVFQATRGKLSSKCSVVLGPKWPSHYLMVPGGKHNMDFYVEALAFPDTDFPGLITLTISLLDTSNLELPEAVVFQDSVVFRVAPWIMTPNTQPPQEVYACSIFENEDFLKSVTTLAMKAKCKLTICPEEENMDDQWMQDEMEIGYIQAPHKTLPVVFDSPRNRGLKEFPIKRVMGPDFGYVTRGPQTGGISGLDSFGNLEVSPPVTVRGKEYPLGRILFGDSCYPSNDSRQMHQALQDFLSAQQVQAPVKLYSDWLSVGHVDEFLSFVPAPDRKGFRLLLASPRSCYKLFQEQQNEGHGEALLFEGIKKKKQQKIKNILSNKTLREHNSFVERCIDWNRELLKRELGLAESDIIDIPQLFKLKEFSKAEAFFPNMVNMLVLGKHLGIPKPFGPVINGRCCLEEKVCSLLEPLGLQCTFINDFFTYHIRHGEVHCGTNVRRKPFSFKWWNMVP
# PREPL inh – inhibits the human prolyl oligopeptidase-like enzyme. Q4J6C6. recombinant PREPL, fluorescence polarization activity-based probe. inhibition, % at 5.96 µM. actives 0.68% (n = 320,000). AID 2751; in the data active = inhibition above about 43%;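 note: 0% = enzyme with DMSO and 100% = wells lacking enzyme; many of its hits are not listed in these tables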
# PAFAH2 FP inh – PAFAH2 (human) inhibition; actives 0.99% (n = 340,000); recombinant PAFAH2, FP-rhodamine activity probe, fluorescence polarization; Q99487; inhibition, % at 3.39 µM;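 active = inhibition above the mean over all tested compounds plus 3 SD, cut at about 30% in these data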;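 note: inhibitors block probe labeling of enzyme so polarization drops; 0% = enzyme with DMSO and 100% = wells lacking PAFAH2 protein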
# GSTO1 counter – GSTO1 inhibition, counter-screen for RBBP9 inhibitors | P78417 | recombinant GSTO1, activity-based probe fluorescence polarization | inhibition, % at 5.96 µM | actives 1.1% (n = 300,000) | AID 1974;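 active = inhibition above the campaign mean inhibition plus 3 SD, cut at about 35% in these data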;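 note: 0% = GSTO1-1 with DMSO and 100% = wells lacking GSTO1-1 enzyme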
# Target sequence (P78417 whole entry, looked up): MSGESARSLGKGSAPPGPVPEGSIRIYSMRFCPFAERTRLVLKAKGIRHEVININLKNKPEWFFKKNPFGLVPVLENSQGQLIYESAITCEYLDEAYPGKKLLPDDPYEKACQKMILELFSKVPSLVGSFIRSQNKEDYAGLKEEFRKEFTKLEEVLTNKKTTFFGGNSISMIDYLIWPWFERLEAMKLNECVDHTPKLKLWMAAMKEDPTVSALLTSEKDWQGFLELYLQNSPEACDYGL
# ZTA counter – blocks Epstein-Barr virus ZTA, an EBNA-1 counter-screen. P03206. ZTA-DNA binding, fluorescence polarization. inhibition, % at 11 µM. actives 0.15% (n = 320,000); in the data active = inhibition above about 33%
# LYPLA2 counter – LYPLA2 (human) inhibition in PME1 counter-screen; recombinant LYPLA2, FP-Rh probe fluorescence polarization; inhibition, % at 5.9 µM; actives 0.38% (n = 320,000); AID 2177; O95372;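 active = inhibition above the screen-wide mean plus 3 SD, limit set per campaign, cut at about 26% in these data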;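 note: 0% = LYPLA2 with DMSO and 100% = wells lacking LYPLA2 enzyme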
# EBNA-1 inh – blocks EBNA-1 binding to DNA; EBNA-1 DNA binding, fluorescence polarization; actives 0.34% (n = 300,000); inhibition, % at 14.8 µM; AID 1950; in the data active = inhibition above about 28%
# Active calls of the source: *; / = no result given.
SMILES	PAFAH1B3 inh	LYPLA1 inh	PAD4 inh	PREPL inh	PAFAH2 FP inh	GSTO1 counter	ZTA counter	LYPLA2 counter	EBNA-1 inh
O=C(NCCCn1ccnc1)C(=O)c1c[nH]c2ccccc12	-1	3	-1	-7	2	0	2	6	7
CCCC(=O)Nc1ccc(C(=O)NNC(=O)c2ccccc2Br)cc1	5	-5	12	3	-1	4	4	0	2
COC(=O)c1ccc(/C=C/C(=O)c2ccc(OC)c(OC)c2)cc1	10	-7	-1	8	-14	-14	1	3	-3
CC(=O)NC(Cc1c[nH]c2ccccc12)C(=O)NCCc1ccccn1 (stereo unspecified)	-2	2	-1	1	12	-1	-5	9	0
COc1cc(NC(=O)CN(C)S(=O)(=O)c2ccc3c(c2)CC(C)N3C(C)=O)cc(OC)c1OC (stereo unspecified)	10	7	-1	1	-2	-5	0	4	0
CCc1cccc(Nc2cnn(C34C[C@@H]5C[C@@H](CC(CC(=O)O)(C5)C3)C4)c(=O)c2Cl)c1	2	2	-4	2	-1	-4	5	4	1
COc1ccc(NC(=O)C2CCCN2S(=O)(=O)c2cccc3cccnc23)cc1OC (stereo unspecified)	-3	1	-3	14	-1	9	9	7	7
CC(=O)Nc1ccc(C(=O)COC(=O)CN2C(=O)NC3(CCCCC3C)C2=O)cc1 (stereo unspecified)	3	0	-1	13	2	/	1	0	/

# Next section
SMILES	PAFAH1B3 inh	LYPLA1 inh	PAD4 inh	PREPL inh	PAFAH2 FP inh	GSTO1 counter	ZTA counter	LYPLA2 counter	EBNA-1 inh
COc1ccc(C=Nc2cccnc2N)cc1	7	0	34*	37	4	9	-1	1	-10
O=C1C(Oc2ccccc2)C(c2ccc3c(c2)OCO3)N1CCc1ccc(F)cc1 (stereo unspecified)	7	-2	2	-7	-2	2	-8	-3	-2
O=C(Nc1sc2c(c1C(=O)NCc1ccco1)CCCC2)c1ccc2c(c1)OCO2	9	-10	-3	16	-5	-7	5	-9	27
O=C(c1nn(Cc2ccccc2)c(=O)c2ccccc12)N1CCN(C/C=C/c2ccccc2)CC1	0	-4	-13	-12	3	0	3	-1	-1
COc1ccc(C(=O)NCCNC(C)=O)cc1S(=O)(=O)NCc1ccc(Cl)cc1	3	2	-4	17	4	-3	-9	4	5
Cc1c(C)c2c(OCC(=O)O)cc3c(c2oc1=O)CCC(C)(C)O3	9	-1	-7	7	60*	-10	5	7	12
COCCNC(=S)N1CCC(c2nc(-c3ccc(N(C)C)cc3)no2)CC1	4	2	0	1	3	5	2	3	-4
COc1cc(C)nc(NC(=O)NC(=O)c2ccc(C(F)(F)F)cc2)n1	6	-2	-2	15	9	-11	-1	-2	-3

# (more compounds)
SMILES	PAFAH1B3 inh	LYPLA1 inh	PAD4 inh	PREPL inh	PAFAH2 FP inh	GSTO1 counter	ZTA counter	LYPLA2 counter	EBNA-1 inh
CC(C)(C)CC(C)(C)NCC(O)COc1ccc2c(c1)CCC2 (stereo unspecified)	9	2	-3	14	1	0	-8	0	-6
CCCn1ncc(CN2CCC(Oc3ccc(C(=O)N4CCCC4)cc3)CC2)c1C	4	-1	-2	8	-2	0	8	9	0
Cc1ccc2c3c(cccc13)-c1ccccc1C2=O	8	7	0	20	-10	-4	13	-6	-10
Cc1onc(-c2ccccc2)c1C(=O)N1CCCC(C(F)(F)F)C1 (stereo unspecified)	6	0	-5	-4	-2	8	8	0	3
CC1(CCc2ccccc2)NC(=O)N(CC(=O)Nc2ccc(S(N)(=O)=O)cc2)C1=O (stereo unspecified)	13	0	0	-1	-1	6	12	2	3
COc1ccc(CNCCC2(C(C)C)CCOC(C)(C)C2)cc1 (stereo unspecified)	2	-1	0	12	2	-6	-2	-6	-8
CC(=O)Nc1ccc(S(=O)(=O)N2CCCC2)cc1	2	-2	1	11	-1	18	-11	3	2
C/C=C(/C)C(=O)Nc1cccc(C2=NOC3(C2)C[C@@H](C(N)=O)N(C(=O)CC)C3)c1 (stereo partly specified)	5	-2	3	-2	-1	1	2	-2	-4

# Reprinted at random: 4 compounds from above
SMILES	PAFAH1B3 inh	LYPLA1 inh	PAD4 inh	PREPL inh	PAFAH2 FP inh	GSTO1 counter	ZTA counter	LYPLA2 counter	EBNA-1 inh
Cc1onc(-c2ccccc2)c1C(=O)N1CCCC(C(F)(F)F)C1 (stereo unspecified)	6	0	-5	-4	-2	8	8	0	3
CC1(CCc2ccccc2)NC(=O)N(CC(=O)Nc2ccc(S(N)(=O)=O)cc2)C1=O (stereo unspecified)	13	0	0	-1	-1	6	12	2	3
CC(C)(C)CC(C)(C)NCC(O)COc1ccc2c(c1)CCC2 (stereo unspecified)	9	2	-3	14	1	0	-8	0	-6
C/C=C(/C)C(=O)Nc1cccc(C2=NOC3(C2)C[C@@H](C(N)=O)N(C(=O)CC)C3)c1 (stereo partly specified)	5	-2	3	-2	-1	1	2	-2	-4

# Record cards, from the list above. Values in the order: PAFAH1B3 inh, LYPLA1 inh, PAD4 inh, PREPL inh, PAFAH2 FP inh, GSTO1 counter, ZTA counter, LYPLA2 counter, EBNA-1 inh
# Listed for `CCCC(=O)Nc1ccc(C(=O)NNC(=O)c2ccccc2Br)cc1` = 5, -5, 12, 3, -1, 4, 4, 0, 2
# Listed for `COc1ccc(NC(=O)C2CCCN2S(=O)(=O)c2cccc3cccnc23)cc1OC` (stereo unspecified) = -3, 1, -3, 14, -1, 9, 9, 7, 7

# Additional compounds follow:
SMILES	PAFAH1B3 inh	LYPLA1 inh	PAD4 inh	PREPL inh	PAFAH2 FP inh	GSTO1 counter	ZTA counter	LYPLA2 counter	EBNA-1 inh
CS(=O)(=O)N(Cc1nc2sc3c(c2c(=O)[nH]1)CCCC3)C1CCCCC1	/	0	3	22	/	-12	3	-4	-10
CCCNc1nc2c(c(=O)n(C)c(=O)n2C)n1CCCc1ccccc1	5	-3	0	3	3	0	5	-2	0
COc1cccc(CN2CCSCC2)c1	12	4	0	-3	-1	-2	-11	6	2
CCS(=O)(=O)N1Cc2ccccc2CC1C(=O)Nc1nc2ccc(C)cc2s1 (stereo unspecified)	7	-4	-2	-3	1	-4	5	-7	11
NC(=O)c1ccc(NC(=O)COC(=O)CCCN2C(=O)c3cccc4cccc(c34)C2=O)cc1	-8	0	-2	0	2	-1	-15	2	-12
COc1cc(S(=O)(=O)NCc2ccccc2)ccc1-n1cnnn1	6	15*	2	3	-4	2	-4	5	2
Nn1c(SCC(=O)Nc2ccc3c(c2)OCCO3)nnc1-c1cccnc1	5	0	-4	4	-4	-1	-7	0	1
CN1CCN(S(=O)(=O)c2ccc(NC(=O)C3CCCCC3)cc2)CC1	-3	4	6	0	0	1	-12	3	-1

# 3 entries out of the list, arranged by number of heavy atoms, rising.
SMILES	PAFAH1B3 inh	LYPLA1 inh	PAD4 inh	PREPL inh	PAFAH2 FP inh	GSTO1 counter	ZTA counter	LYPLA2 counter	EBNA-1 inh
COc1cccc(CN2CCSCC2)c1	12	4	0	-3	-1	-2	-11	6	2
CN1CCN(S(=O)(=O)c2ccc(NC(=O)C3CCCCC3)cc2)CC1	-3	4	6	0	0	1	-12	3	-1
CS(=O)(=O)N(Cc1nc2sc3c(c2c(=O)[nH]1)CCCC3)C1CCCCC1	/	0	3	22	/	-12	3	-4	-10

# Other entries.
SMILES	PAFAH1B3 inh	LYPLA1 inh	PAD4 inh	PREPL inh	PAFAH2 FP inh	GSTO1 counter	ZTA counter	LYPLA2 counter	EBNA-1 inh
CCOc1ccccc1NC(=O)Nc1ccon1	2	-1	1	-6	0	6	18	4	-2
CC1CCCCN1c1nnc(N)s1 (stereo unspecified)	3	2	3	-2	-10	5	13	5	14
CC(C)(C)c1ccc(NC(=O)N2CCN(c3ccc([N+](=O)[O-])cn3)CC2)cc1	13	-2	-3	-3	1	-10	-14	13	-5
COCCn1c(SCc2nc3ccccc3c(=O)[nH]2)nnc1-c1ccncc1	-1	-2	-2	4	1	-5	-7	1	-6
CCCCn1c(N)c(N(Cc2ccccc2OC)C(=O)C(C)C)c(=O)[nH]c1=O	4	4	-6	12	3	-2	-4	-2	-12
COc1ccccc1N1CCN(CCCNc2c(C)c(=O)n(C)c(=O)n2C)CC1	10	-3	1	2	15	3	-8	1	-11
C#CC(C)OC(=O)C(C)NC(=O)c1ccccc1 (stereo unspecified)	11	-3	0	1	2	-1	5	0	4
Cc1cccnc1NC(=O)c1ccc(Cl)c(S(=O)(=O)N2CCCCCC2)c1	5	0	7	14	0	-4	-11	5	-10

# Carrying on.
SMILES	PAFAH1B3 inh	LYPLA1 inh	PAD4 inh	PREPL inh	PAFAH2 FP inh	GSTO1 counter	ZTA counter	LYPLA2 counter	EBNA-1 inh
CCOc1cccc2cc(C(=O)NCc3ccc(Cl)cc3)c(=N)oc12	3	3	-1	5	2	-6	13	5	9
COC(=O)c1ccc(-n2nnnc2SCC(=O)N2CCCCC2)cc1	6	3	3	-1	-4	0	22	2	9
CCOc1ccccc1OCCCC(=O)Nc1ccc(OC)nc1	-2	1	2	17	-5	3	9	2	14
COc1c(F)c(F)c(C(=O)Nc2ccc(N3CCN(C(C)=O)CC3)c(Cl)c2)c(F)c1F	-1	2	-1	-1	-1	-2	-16	24	-5
COc1ccc(N(CC(=O)NC2CC3CCC2C3)S(=O)(=O)c2ccc(C)cc2)cc1OC (stereo unspecified)	2	1	-2	12	0	9	-9	0	-2
COc1ccc(-c2ocnc2C(=O)NCc2nn(-c3ccccc3)nc2C)cc1	-2	-2	-1	-15	2	1	7	1	-13
COc1ccc(-c2c(C)nn3c(-c4ccccc4)cc(C)nc23)cc1	-7	6	1	12	2	4	1	8	7
Fc1ccc(-c2n[nH]c(=S)n2CC2CCCO2)cc1 (stereo unspecified)	0	0	3	12	-4	1	0	6	5

# Going on with the list:
SMILES	PAFAH1B3 inh	LYPLA1 inh	PAD4 inh	PREPL inh	PAFAH2 FP inh	GSTO1 counter	ZTA counter	LYPLA2 counter	EBNA-1 inh
O=C1C=C(Nc2ccccc2)C(=O)c2ccccc21	4	0	-12	15	-1	32	-11	7	-7
O=C(N[C@@H](Cc1ccccc1)C(=O)OCc1ccccc1)c1nc[nH]c1C(=O)N1CCN(c2ccccc2)CC1	5	-7	1	19	5	2	3	-15	0
CCOc1ccc(C(=O)C(C)OC(=O)Cn2c(C)csc2=O)cc1 (stereo unspecified)	6	-3	8	11	-1	17	-14	-3	-5
Cn1c(SCC(=O)NCc2ccc(F)cc2)nc2ccccc21	3	-3	5	-12	-4	4	-7	-1	0
O=C(CCNC(=O)c1ccco1)Nc1ccc(C(F)(F)F)cc1	-7	-2	-3	-15	-5	7	11	-2	0
COc1ccc(-c2nnc(SCc3nnc(-c4cccs4)o3)n2CC2CCCO2)cc1 (stereo unspecified)	1	-1	-1	14	5	-8	9	8	1
O=CN1CCN(C2CC(=O)N(c3ccc(Br)cc3)C2=O)CC1 (stereo unspecified)	8	1	-5	2	4	10	0	-2	0
COc1ccc(NS(=O)(=O)c2cn(C)c(=O)n(C)c2=O)c(OC)c1	4	-1	-2	-10	-7	13	7	2	1

# These rows are one share of the data; the hit share may differ from the screen's.
